Source: PubChem (National Center for Advancing Translational Sciences (NCATS))
AmpC inh detg: AmpC beta-lactamase inhibition with detergent present; hit rate 0.041% among 370,000; P00811; Potency, µM (doses to about 114 µM), for the others: top-dose activity change, negative = inhibition, hits mostly inhibitors; AmpC hydrolysis of nitrocefin, absorbance 480 nm, 0.01% Triton;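 further: potency means the concentration at half of the fitted maximal effect; 0% = no-compound wells and -100% = no-enzyme wells; nearly all actives have a fitted effect of over 25% in size; some results filed as inactive show a strong effect at the top dose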
Target sequence (P00811 whole entry, looked up): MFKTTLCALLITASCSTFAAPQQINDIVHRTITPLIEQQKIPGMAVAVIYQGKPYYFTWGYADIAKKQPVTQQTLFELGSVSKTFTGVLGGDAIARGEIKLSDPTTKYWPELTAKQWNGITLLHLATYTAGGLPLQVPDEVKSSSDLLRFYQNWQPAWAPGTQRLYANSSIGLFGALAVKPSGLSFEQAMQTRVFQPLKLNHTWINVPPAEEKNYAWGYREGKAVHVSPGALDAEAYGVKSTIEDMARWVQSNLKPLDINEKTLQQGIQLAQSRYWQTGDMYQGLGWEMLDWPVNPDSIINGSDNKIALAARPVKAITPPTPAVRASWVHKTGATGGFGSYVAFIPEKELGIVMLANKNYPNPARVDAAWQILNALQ
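AmpC (5.3 nM in the dispensed reagent) in 20 mM phosphate pH 7.0 with 0.01% (detergent screen) or 0.0001% Triton X-100 was preincubated with compounds for 15 min at room temperature. Nitrocefin was then added from an 800 uM solution, and hydrolysis was followed at 480 nm.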
AMA1 RON2 block: AMA1-RON2 (P. falciparum) interaction inhibition; AlphaScreen AMA1-biotinylated RON2 peptide binding; Potency, µM (titrated, usually from 58.2 µM), inactives show at the highest dose activity change, negative = inhibition, most hits filed as inhibitors; hit rate 0.2% among 360,000;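 further: potency means the concentration at half of the fitted maximal effect; 0% = vehicle wells and -100% = peptide control; nearly all actives have a fitted effect of over 45% in size; some results filed as inactive show a strong effect at the top dose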
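AMA1 (3D7) with his tag at 25 nM final met compounds first, then biotinylated RON2 peptide at 25 nM; detection used donor plus acceptor beads, 10 µg/mL apiece, read by AlphaScreen after 30 min at room temperature.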
HCMV antiviral: blocks human cytomegalovirus replication. HFF cells, HCMV-luciferase reporter, 72 h; stronger effect = lower value. activity change, negative = inhibition, % at 57.5 µM. hit rate 4.5% among 410,000; in the data active means activity change below about -60%; inconclusive means no clear call, values can overlap the other calls; inactive means above about -39%
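Cell-based, HFFs, 1000 cells/well, 16 h 37C; cpds in DMSO + HCMV-luc, MOI 1 PFU/cell; 72 h 37C; OneGlo luminescence after 5 min RT; norm. to buffer vs Salinomycin 10uM.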
HCV inhibitor: blocks hepatitis C virus; Potency, µM (top dose mostly 41.8 µM), for the others: at the highest dose activity change, negative = inhibition, most hits filed as inhibitors; hit rate 3.4% among 340,000; AID 651820; Huh7.5.1 HCVcc-Cre infection, luciferase reporter, 44 h; further: potency means the concentration at half of the fitted maximal effect
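After 44 h co-culture of compound, cells and HCVcc-Cre (~0.5 moi), substrate is added for 15 min at room temperature and luciferase measured over 15 sec. Cells were seeded at 1,000/well and pre-cultured 4 h.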
Giardia FBPA inh: Giardia lamblia aldolase inhibition. A8B2U2. purified Giardia FBPA. AID 2451. hit rate 0.71% among 290,000. Potency, µM (series often up to 59.6 µM), for inactives: at the top dose activity, negative = inhibition, usual class: inhibitors; further: potency means the concentration at half of the fitted maximal effect; nearly all actives have a fitted effect of over 55% in size
Target sequence (A8B2U2 whole entry, looked up): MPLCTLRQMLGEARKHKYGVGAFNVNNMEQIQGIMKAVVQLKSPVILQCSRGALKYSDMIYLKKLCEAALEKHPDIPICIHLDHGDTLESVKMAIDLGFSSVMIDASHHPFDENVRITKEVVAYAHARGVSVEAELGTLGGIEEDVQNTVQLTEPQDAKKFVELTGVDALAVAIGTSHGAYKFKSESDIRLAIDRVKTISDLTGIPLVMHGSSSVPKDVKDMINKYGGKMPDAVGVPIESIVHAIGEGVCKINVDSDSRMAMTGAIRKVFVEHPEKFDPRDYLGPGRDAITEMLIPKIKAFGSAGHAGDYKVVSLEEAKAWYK
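Giardia FBPA (40 nM reagent) was preincubated 10 min at RT with compound (up to 57.5 uM final), then substrate plus GAPDH/TPI/NAD/arsenate coupling system with diaphorase/resazurin was added; resorufin fluorescence (525/598 nm) was read after 20 min.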
Sm TGR block: blocks Schistosoma mansoni thioredoxin glutathione reductase. purified TGR, DTNB reduction, TNB absorbance 405 nm. Potency, µM (titrated, usually from 114 µM), without a hit: at the top dose activity change, negative = inhibition, usual class: inhibitors. hit rate 3% among 360,000; further: potency means the concentration at half of the fitted maximal effect; nearly all actives have a fitted effect of over 60% in size
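TGR 20 nM + NADPH 100 uM (dispensed conc.), cpd preinc 15 min RT; start with NADPH (500 uM addition) then DTNB (15 mM addition). Kinetic TNB absorbance, 405 nm filter. Four-parameter Hill fit across titration.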
Active calls of the source: *; ? = inconclusive; · = not tested or not shown; & = joins results of further samples; [ ] = remark or other dose. Unless noted, the call rests on the fitted dose curve; in most records, active means well fitted curve in the direction sought with a large enough effect; inconclusive means small, poorly fitted or top-dose-only effect, or another doubt; inactive means no such curve, though single readings can be large; an effect the other way counts as inactive or inconclusive. Unless noted, on the % scale 0 is the no-effect control and ±100 the full control effect.

SMILES	AmpC inh detg	AMA1 RON2 block	HCMV antiviral	HCV inhibitor	Giardia FBPA inh	Sm TGR block
CCOc1cccc(C(=O)Nc2ccc3ccccc3c2)c1	?	-1.9%	-39.5	-21.9%	3.1%	-7.6%
CCOC(=O)N1CCN(Cc2nc3cc([N+](=O)[O-])ccc3n2C(C)C)CC1	22.2%	·	-7.0	·	·	3.2%
Cc1noc(C)c1COc1cccc(C(=O)Nc2ccccc2)c1	-8.8%	-10.6%	-32.1	?	·	-9.4%
CC(=O)Nc1sc(/C(C#N)=C\c2cccc(Cl)c2)nc1-c1ccc(C)cc1	-8.8%	21.1%	0.6	?	-4.9%	-28.5%
Cc1cs/c(=N\N=C\c2ccccc2)n1Cc1ccco1	-9.6%	?	43.8	?	-9.9%	-1.4%
CCOC(=O)C1=C(COC(=O)C2(C)CC2(Cl)Cl)NC(=O)NC1c1ccccc1 (stereo not given)	-3.9%	21.7%	-22.9	15.7%	-0.8%	8.4%
CN1CCN(C(=O)c2cnn(-c3ccccc3)c2NC(=O)c2cccs2)CC1	-14.1%	-0.4%	2.8	-0.4%	6.1%	-5.9%
CCS(=O)(=O)NCC(c1cccnc1)N1CCN(c2ccc(OC)cc2)CC1 (stereo not given)	0.8%	-6.7%	?	8.3%	-0.1%	4.9%
CC(=O)Nc1ccc(NC(=O)Nc2cccc3ccccc23)cc1	3.3%	-0.9%	6.7	-4.9%	·	0.0%
COc1ccc(CNC(=O)c2oc3c(c2C)-c2nn(Cc4ccc(Cl)cc4)cc2CC3)cc1	22.6%	·	-32.5	·	·	5.3%
COc1ccc(Cl)cc1CN1C(=O)NC2(CCCCCC2)C1=O	-6.9%	9.6%	7.3	19.4%	-3.2%	0.6%
CCOC(=O)CN(C(=O)CSc1nnc2c(n1)[nH]c1ccc(F)cc12)c1ccccc1	0.6%	-14.8%	6.7	-25.5%	-11.9%	-1.0%
Cc1ccnc(SCCn2c(N3CCN(c4ccccc4)CC3)nc3c2c(=O)[nH]c(=O)n3C)n1	5.9%	9.5%	2.6	0.3%	3.7%	6.6%
CSc1nc(C)cc(Oc2ccc(=O)n(C)n2)n1	-0.9%	-8.2%	55.7	3.7%	-2.2%	0.5%
COc1ccc(-c2cn[nH]c2N)cc1	0.0%	2.9%	-8.2	-4.0%	11.9%	-4.2%
CC(=O)c1ccc(OC(=O)CCc2nc3ccccc3s2)cc1	-2.1%	1.8%	23.3	18.6%	?	?
COC(=O)c1ccc(N2CCN(S(=O)(=O)c3ccc(C)cc3)CC2)c([N+](=O)[O-])c1	-4.5%	?	3.6	?	-17.8%	-19.0%
Cc1[nH]nc(SCC(=O)NC(C)c2ccccc2)c1[N+](=O)[O-] (stereo not given)	-8.5%	-11.7%	-15.6	?	-4.7%	-7.1%
COc1cccc(/C(O)=C2/C(=O)C(=O)N(CCCN3CCOCC3)C2c2ccncc2)c1 (stereo not given)	-9.0%	-11.2%	55.3	4.0%	-0.7%	22.9%
Cc1cc(NC(=O)c2nn3cccnc3c2Cl)no1	4.5%	-2.7%	55.4	4.1%	-8.1%	-1.3%
COc1ccc(C(=O)N2C(=S)NC(=O)/C2=C\c2ccc(C)cc2)cc1	-13.3%	-8.0%	29.8	14.8%	-6.0%	-12.4%
CC(C)(C)c1ccc(OCC(=O)Nc2ccncc2)cc1	1.1%	2.0%	?	2.2%	5.5%	1.4%
CCOC(=O)C1(Cc2cccc(Cl)c2)CCCN(C(=O)c2ccc(COC)s2)C1 (stereo not given)	-4.1%	-0.6%	2.1	-4.3%	·	2.5%
COc1cc(NC(=O)Cc2c(C(=O)O)n(C)c3ccccc23)cc(OC)c1OC	1.1%	6.2%	-35.1	0.7%	-16.3%	13.4%
COC(=O)C(NNc1ccc(F)cc1)(NC(=O)c1ccccc1)C(F)(F)F (stereo not given)	-16.5%	-5.4%	?	-10.2%	-2.6%	-6.6%

Structures listed so far containing a Cl atom, in the order listed:
SMILES	AmpC inh detg	AMA1 RON2 block	HCMV antiviral	HCV inhibitor	Giardia FBPA inh	Sm TGR block
CC(=O)Nc1sc(/C(C#N)=C\c2cccc(Cl)c2)nc1-c1ccc(C)cc1	-8.8%	21.1%	0.6	?	-4.9%	-28.5%
CCOC(=O)C1=C(COC(=O)C2(C)CC2(Cl)Cl)NC(=O)NC1c1ccccc1 (stereo not given)	-3.9%	21.7%	-22.9	15.7%	-0.8%	8.4%
COc1ccc(CNC(=O)c2oc3c(c2C)-c2nn(Cc4ccc(Cl)cc4)cc2CC3)cc1	22.6%	·	-32.5	·	·	5.3%
COc1ccc(Cl)cc1CN1C(=O)NC2(CCCCCC2)C1=O	-6.9%	9.6%	7.3	19.4%	-3.2%	0.6%
Cc1cc(NC(=O)c2nn3cccnc3c2Cl)no1	4.5%	-2.7%	55.4	4.1%	-8.1%	-1.3%
CCOC(=O)C1(Cc2cccc(Cl)c2)CCCN(C(=O)c2ccc(COC)s2)C1 (stereo not given)	-4.1%	-0.6%	2.1	-4.3%	·	2.5%

(continued)
SMILES	AmpC inh detg	AMA1 RON2 block	HCMV antiviral	HCV inhibitor	Giardia FBPA inh	Sm TGR block
COc1cccc(NC(=O)CN(C)C(=O)CCCc2nc3ccccc3s2)c1	-18.0%	11.0%	10.1	-15.3%	·	-1.8%
CCOc1c(Cl)cc(Cl)cc1CNCCNCCO	2.0%	25.6%	2.5	-8.0%	·	13.5%
Cc1ccccc1NC(=S)N(CCN1CCOCC1)Cc1ccccc1F	-0.6%	-1.0%	19.8	14.1%	8.2%	7.2%
Nc1ccccc1C(=O)NCCN1CCNC1=O	13.1%	0.3%	20.4	12.8%	4.0%	6.5%
COc1cc(Cl)ccc1OCc1cc(C(=O)N[C@H]2CCCCNC2=O)no1	?	-11.8%	7.9	-11.4%	·	?
CCN(Cc1ccccc1)S(=O)(=O)c1cc2[nH]c(=O)c(=O)[nH]c2cc1C	-12.1%	3.4%	-6.6	-13.9%	-10.4%	0.0%
C=CC[C@H](CC(=O)N[C@H](CO)Cc1ccccc1)C(=O)N[C@H](COC(=O)[C@@H](CC=C)CC(=O)OC(C)(C)C)Cc1c[nH]c2ccccc12	·	8.6%	18.3	-22.0%	·	·
CCCCCN=Cc1c(C)[nH]n(-c2nc3ccccc3s2)c1=O	?	4.7%	-1.9	-3.5%	11.4%	0.0%
CCc1n[n+](CC(=O)c2ccccc2)c(N)s1	0.6%	10.2%	-7.4	-10.9%	-14.2%	1.1%
CN1CCN(C(=O)C(=O)Nc2c3c(nn2-c2ccc(F)cc2)CSC3)CC1	4.7%	·	13.4	·	·	-34.0%
COc1ccc(S(=O)(=O)Nc2ccc(F)cc2)c(C)c1C	2.0%	-3.3%	-35.4	-16.3%	-9.1%	-30.6%
CCN(Cc1ccccc1)C(=O)c1ccc(C)c(S(=O)(=O)N2CCCCC2)c1	-13.9%	-21.7%	0.0	-2.9%	·	-0.4%
COc1ccc(NC(=S)N2CCN(c3ncccn3)CC2)c(OC)c1	9.9%	0.9%	0.1	5.3%	?	2.2%
c1ccc(CCNCCOc2ccccc2)cc1	-19.1%	-1.8%	0.8	-4.6%	?	-0.2%
CC(C)[C@H](NC(=O)c1ccco1)C(=O)N(C)Cc1ccc(C(F)(F)F)cc1	-1.5%	-1.0%	-27.8	?	0.3%	-8.1%
Cc1ccc(NC(=O)CSc2nnnn2C2CC2)cc1S(=O)(=O)N1CCOCC1	0.0%	-2.8%	-26.0	-0.5%	·	-15.5%
CC(C)N(CCCNC(=O)Cn1ncc2c([nH]c3ccccc32)c1=O)Cc1ccccc1	3.5%&15.8%	-5.4%	12.5&8.7	0.3%	-5.4%	5.3%&4.2%
O=C1NC(=O)C(CCc2ccncc2)(CCc2ccncc2)C(=O)N1Cc1ccccc1	-10.3%	0.5%	-0.9	11.5%	9.3%	·
CCn1c(=O)cc(SCC(=O)N2CCC3(CC2)OCCO3)c2ccccc21	-0.3%	-3.0%	122.5	-27.5%	-6.3%	12.4%
COC(=O)c1cc(S(=O)(=O)N2c3ccccc3CC2C)cn1C (stereo not given)	-0.4%	1.8%	7.3	-13.9%	·	-11.4%
O=C(NNC(=S)NC1CC2C=CC1C2)c1ccncc1 (stereo not given)	-3.2%	42.9%[activator]	19.5	11.5%	7.9%	13.1%
O=C(CCSCc1ccccc1Cl)N1CCN(c2cccc(Cl)c2)CC1	8.1%&-13.6%	2.7%	7.1&7.9	?	1.5%	18.7%&0.0%
OCC1(Cc2ccccc2)CCN(Cc2cnc(-c3cccc4ccccc34)nc2)CC1	13.4%	-17.1%	13.4	-24.6%	-7.0%	-0.5%
CNC(=S)NCC(O)c1ccc([N+](=O)[O-])cc1 (stereo not given)	-15.9%	-3.8%	-19.3	-1.6%	0.7%	-6.3%
Cc1cccc(N2CCN(C(=O)CSCc3c(C)noc3C)CC2)c1C	-4.4%	11.8%	·	3.98µM*	0.7%	5.4%

Next section:
SMILES	AmpC inh detg	AMA1 RON2 block	HCMV antiviral	HCV inhibitor	Giardia FBPA inh	Sm TGR block
CCc1ccc(NC(=O)Cn2c(=O)n(-c3ccccc3C)c(=O)c3c2c2cc(OC)ccc2n3C)cc1	3.7%	·	-38.0	·	·	-4.4%
Cc1cccn2c(=O)c(C=Nc3ccccc3)c(NCCO)nc12	?	29.4%	20.9	-26.6%	-4.8%	-9.4%
O=C1CC[C@@H](OCc2ccccc2)CCN1CC[C@H](Sc1ccccc1)c1ccccc1	-17.0%	-0.2%	-17.8	-22.2%	-10.4%	?
Cc1cc(=O)oc2cc(OCC3CC(c4ccccc4)=NO3)ccc12 (stereo not given)	-0.8%	0.0%	51.7	?	-0.7%	7.8%
Cc1cc(C)c[n+](C(C)C(=O)c2ccc(-c3ccccc3)cc2)c1 (stereo not given)	?	-0.6%	-99.4*	-10.4%	2.5%	4.0%
Cc1ccc(S(=O)(=O)N2CCN(C(=O)COC(=O)c3cc(C)oc3C)CC2)cc1	?	-19.3%	-6.2	-1.9%	3.3%	-1.8%
CN1CCC(OC(=O)C2c3ccccc3Oc3ccccc32)CC1	?	-4.7%	-23.3	?	-8.8%	0.1%
COc1ccc2c(c1)c1c(c(=O)n(CCc3ccccc3)c(=O)n1Cc1cccc(Cl)c1)n2C	13.1%	·	4.0	·	·	2.4%

2 of the compounds above, as comma-separated lines.
smiles,AmpC inh detg,AMA1 RON2 block,HCMV antiviral,HCV inhibitor,Giardia FBPA inh,Sm TGR block
Cc1cc(C)c[n+](C(C)C(=O)c2ccc(-c3ccccc3)cc2)c1 (stereo not given),?,-0.6%,-99.4*,-10.4%,2.5%,4.0%
Cc1ccc(S(=O)(=O)N2CCN(C(=O)COC(=O)c3cc(C)oc3C)CC2)cc1,?,-19.3%,-6.2,-1.9%,3.3%,-1.8%
